Bim-Bfl-1: human Bim-Bfl-1 interaction inhibition; inhibition, % at 10 µM; Q16548; 0.12% of 190,000 active; Bead-based flow cytometry, Bim-Bfl-1 binding inhibition; AID 1008;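 note: 0% = wells without compound plus tracer and 100% = blocker peptide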
RGS4-Gao reg: modulates binding of RGS4 to human Galphao | P09471 | binding response (% of control), % at 10 µM | Multiplexed bead flow cytometry; actives lie on both sides | 0.33% of 220,000 active; in the data active = binding response below about 49% or above about 150%; inactive = in between;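 note: fluorescent Galphao activated with aluminum fluoride binding bead-coupled RGS4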
Bim-Bcl-2: human Bim-Bcl-2 interaction inhibition; inhibition, % at 10 µM; 0.06% of 190,000 active; AID 950; Bead-based flow cytometry, Bim peptide-Bcl-2 binding; in the data active = inhibition above about 40%; inconclusive = no clear call, values can overlap the other calls;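 note: 0% = no compound wells with probe peptide and 100% = reference peptide inhibitor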
RGS7-Gao reg: modulates binding of RGS7 to human Galphao; AID 1439; P09471; Multiplexed bead flow cytometry; actives lie on both sides; binding response (% of control), % at 10 µM; 0.35% of 220,000 active; in the data active = binding response below about 49% or above about 150%; inconclusive = no clear call, values can overlap the other calls; inactive = in between;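 note: fluorescent Galphao held in activated GDP-AlF4 state binding bead-coupled RGS7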
Bim-Bcl-B: human Bim-Bcl-B interaction inhibition | Q9HD36 | bead-based flow cytometry, Bim peptide-Bcl-B binding | inhibition, % at 10 µM | 0.073% of 190,000 active | AID 951;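 note: 0% = tracer peptide without compound and 100% = reference inhibitor peptide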
Target sequence (Q9HD36 whole entry, looked up): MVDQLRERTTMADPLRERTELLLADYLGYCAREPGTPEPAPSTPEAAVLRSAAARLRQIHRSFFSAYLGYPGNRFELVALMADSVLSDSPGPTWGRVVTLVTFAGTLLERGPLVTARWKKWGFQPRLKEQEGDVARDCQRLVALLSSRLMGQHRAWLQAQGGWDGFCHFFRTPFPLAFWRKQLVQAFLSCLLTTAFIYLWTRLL
RGS8-Gao: regulators of human RGS8-Galphao interaction; P09471; multiplexed bead flow cytometry, RGS8-Galphao binding; actives lie on both sides; response (percent of control binding), % at 10 µM; 0.34% of 220,000 active; in the data active = response below about 60% or above about 140%; inactive = in between;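 note: Galphao activated as the GDP aluminium fluoride complex binding bead-coupled RGS8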
Bim-Mcl-1: human Bim-Mcl-1 interaction inhibition | Bead-based flow cytometry, Bim peptide-Mcl-1 binding | inhibition, % at 10 µM | 0.1% of 190,000 active;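 note: 0% = no compound tracer wells and 100% = peptide blocker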
Target sequence (Q07820 whole entry, looked up): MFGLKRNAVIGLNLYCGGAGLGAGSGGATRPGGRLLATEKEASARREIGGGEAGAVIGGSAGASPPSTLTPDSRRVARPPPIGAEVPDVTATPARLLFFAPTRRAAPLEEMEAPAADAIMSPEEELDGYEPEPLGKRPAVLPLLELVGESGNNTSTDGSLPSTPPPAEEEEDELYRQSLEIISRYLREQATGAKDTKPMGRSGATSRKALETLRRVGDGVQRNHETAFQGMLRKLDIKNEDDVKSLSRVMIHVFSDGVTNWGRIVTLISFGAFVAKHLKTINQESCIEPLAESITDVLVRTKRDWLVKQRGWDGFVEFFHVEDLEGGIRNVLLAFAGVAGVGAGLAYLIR
Mcl1 Noxa PPI: Mcl-1/Noxa interaction inhibition; TR-FRET Mcl-1/Noxa peptide binding, 2 h; inhibition, % at 21.7 µM; 1.5% of 220,000 active;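 active = compounds that cut the protein-peptide binding signal by more than 50% relative to plate controls in a single-dose test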;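 note: His-tagged Mcl-1 with rhodamine Noxa BH3 peptide and terbium anti-His antibody; 0% = Mcl-1 plus Noxa peptide wells and 100% = peptide-only wells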
Mcl1 Bid PPI: Mcl-1/Bid interaction inhibition. Q07820. TR-FRET Mcl-1/Bid-Dy647 peptide binding, 1536-well. inhibition, % at 21.7 µM. 0.97% of 220,000 active. AID 1021;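 active = compounds that cut the binding signal by more than half at the single screening dose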;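 note: His-tagged Mcl-1 with europium anti-His antibody binding Bid BH3 peptide; 0% = Mcl-1 plus peptide wells and 100% = peptide-only wells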
Bcl-W Bim block: disrupts Bim peptide binding to human Bcl-W | Q92843 | bead-based flow cytometry | inhibition, % at 10 µM | 0.02% of 190,000 active;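 note: 0% = bound tracer without compound and 100% = peptide blocker; higher means less fluorescent Bim peptide bound to Bcl-W beads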
Target sequence (Q92843 whole entry, looked up): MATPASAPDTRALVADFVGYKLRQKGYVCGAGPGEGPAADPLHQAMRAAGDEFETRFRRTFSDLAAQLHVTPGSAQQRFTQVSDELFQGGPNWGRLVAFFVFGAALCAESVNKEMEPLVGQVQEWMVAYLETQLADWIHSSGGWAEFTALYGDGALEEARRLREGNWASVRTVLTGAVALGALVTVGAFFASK
Bim-Bcl-XL: disrupts Bim peptide binding to human Bcl-XL | Q07817 | bead flow cytometry, fluorescence | inhibition, % at 10 µM | 0.04% of 190,000 active
Target sequence (Q07817 whole entry, looked up): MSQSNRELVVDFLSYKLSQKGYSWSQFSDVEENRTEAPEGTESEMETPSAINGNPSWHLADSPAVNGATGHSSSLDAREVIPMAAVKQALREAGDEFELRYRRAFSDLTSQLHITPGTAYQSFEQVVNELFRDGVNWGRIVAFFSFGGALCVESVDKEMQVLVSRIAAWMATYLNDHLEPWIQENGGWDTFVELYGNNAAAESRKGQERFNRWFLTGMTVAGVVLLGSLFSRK
* = called active by the depositor; u = inconclusive; x = no result given. Cut-off read from the data, not from the text of the source, unless noted: active = inhibition above about 40%.

SMILES	Bim-Bfl-1	RGS4-Gao reg	Bim-Bcl-2	RGS7-Gao reg	Bim-Bcl-B	RGS8-Gao	Bim-Mcl-1	Mcl1 Noxa PPI	Mcl1 Bid PPI	Bcl-W Bim block	Bim-Bcl-XL
O=C(NCc1ccccc1Cl)NC(=O)c1ccccc1	-4	99	-3	99	-3	102	-1	13	10	-1	0
COC(=O)CSc1ccc2nnc(-c3ccc(F)cc3)n2n1	0	99	-1	102	-1	99	0	12	-39	-3	-4
Cc1ccc(Cn2ccc(NC(=O)c3noc4c3CCc3ccccc3-4)n2)cc1	0	99	1	97	-1	100	0	6	6	-4	-3
CC(Oc1ccc(Cl)cc1Cl)c1ccnc(N)n1 (configuration not stated)	3	91	-3	85	4	95	-5	1	-8	-1	-1
CCCCCn1ccc(=N)cc1	6	100	6	98	4	96	11	9	-9	12	14
COc1cc(/C=C/c2nc(-c3ccccc3O)n[nH]2)cc(OC)c1OC	1	100	0	98	2	101	2	31	-17	1	1
Cc1nc2ccc(C(C(F)(F)F)(C(F)(F)F)C(F)(F)F)cc2[nH]1	-18	98	-12	98	-8	102	-9	-5	5	-2	-14
Cc1cc(Cl)ccc1NNC(=O)c1snnc1C	x	101	x	u	x	99	x	-1	-14	x	x
CCOC(=O)N1CCC(N2Cc3cccc(C(=O)NCC4CCN(CC(C)C)C4)c3C2=O)CC1 (configuration not stated)	-7	99	-2	99	4	100	2	13	-15	3	0
COc1cc(NC(=O)c2cc3c(Cl)nc4ccccc4c3s2)cc(OC)c1OC	-1	100	-3	95	-8	84	-4	14	-7	-3	-4
CCn1c(SCC(=O)Nc2nc(C)c(C)s2)nnc1-c1ccco1	0	104	-1	102	-3	102	0	2	11	-3	-2
CC(=O)c1ccc2noc(-c3ccccc3)c2c1	-2	107	-3	108	-2	109	0	20	-2	-1	-1
CCOC(=O)c1[nH]c2ccccc2c1CCCN1C(=O)c2ccccc2C1=O	0	105	0	101	0	102	-3	16	-8	2	-3
COC(=O)C(Cc1ccccc1)NS(=O)(=O)c1ccc(F)cc1Br (configuration not stated)	x	100	x	u	x	99	x	9	6	x	x
CN(CC(=O)NCc1ccc(Cl)cc1)S(=O)(=O)c1cccc2cccnc12	-8	101	-4	103	-6	100	0	7	-8	2	-1
Cc1csc(NC(=O)c2ccc(-c3ccc(Cl)cc3Cl)o2)n1	-2	108	-2	109	-11	100	-3	44	-7	-2	-8
O=C(O)c1nc(N2CCCCC2)ncc1Cl	-16	99	-9	97	-11	98	-4	20	-2	-2	-9
Cc1cc2ccccn2c1C(=O)c1cccc(S(=O)(=O)N2CCOCC2)c1	-2	108	-2	103	-4	103	-1	-2	-39	-4	-5
COCc1nc2ccccc2n1Cc1cccc(C)c1	-2	99	0	94	-3	97	-2	9	-7	-3	0
CCOc1ccccc1NC(=O)CN(c1ccc(C)cc1)S(=O)(=O)c1c(C)n[nH]c1C	-9	101	-3	98	-5	102	-1	8	9	2	-3
CC(=O)Nc1cc2c(nc1C)nc(C)n2Cc1ccc(Br)cc1	-3	118	2	115	0	105	3	-6	-5	2	0
COc1ccc(-c2nc3cnccn3c2Nc2ccc(C)cc2)cc1	-11	106	-2	107	-10	104	1	22	-23	1	0
COc1ccc(S(=O)(=O)N2CCN(C(=O)c3c(-c4ccccc4)noc3C)CC2)cc1	-11	100	-9	99	-8	100	-2	5	-19	0	-6
COc1ccc(N2CCN(C(=S)Nc3ccc(S(N)(=O)=O)cc3)CC2)cc1	15	101	-3	132	-38	93	-9	-1	-33	0	-10
COc1ccccc1Nc1nc(N)nc(CN2CCC(C)CC2)n1	-3	97	-2	98	-6	97	5	4	-3	0	0

Random excerpt: 2 records from the list, in no set order.
SMILES	Bim-Bfl-1	RGS4-Gao reg	Bim-Bcl-2	RGS7-Gao reg	Bim-Bcl-B	RGS8-Gao	Bim-Mcl-1	Mcl1 Noxa PPI	Mcl1 Bid PPI	Bcl-W Bim block	Bim-Bcl-XL
Cc1cc2ccccn2c1C(=O)c1cccc(S(=O)(=O)N2CCOCC2)c1	-2	108	-2	103	-4	103	-1	-2	-39	-4	-5
Cc1cc(Cl)ccc1NNC(=O)c1snnc1C	x	101	x	u	x	99	x	-1	-14	x	x

(more compounds)
SMILES	Bim-Bfl-1	RGS4-Gao reg	Bim-Bcl-2	RGS7-Gao reg	Bim-Bcl-B	RGS8-Gao	Bim-Mcl-1	Mcl1 Noxa PPI	Mcl1 Bid PPI	Bcl-W Bim block	Bim-Bcl-XL
Cc1c([N+](=O)[O-])c(C(=O)N2CCCC2)nn1C	-11	101	-9	103	-11	102	-4	13	-7	0	-7
COc1ccc(C(=O)N2CCN(Cc3cn[nH]c3-c3ccc(OC)cc3F)CC2)cc1	-7	95	-9	94	-8	99	-3	9	-13	-2	-2
O=C(NC(=S)NC1CCSC1=O)c1ccccc1F (configuration not stated)	0	96	-3	97	-3	99	0	7	-65	0	-3
Cc1ccc(C)c(N(C(=O)Cn2nnc3ccccc32)C(C(=O)NCc2ccco2)c2ccncc2)c1 (configuration not stated)	-8	101	-6	100	-7	101	0	-19	-16	0	-4
Cc1ccc(Cn2cnc3c(nnn3Cc3ccc(Cl)cc3)c2=O)cc1	-9	98	-4	96	-7	100	-3	0	-1	0	-2
CCC(=O)Nc1cc(C(C)C)c(O)cc1C	-9	103	-8	104	-6	102	4	12	-8	-9	-6
COc1ccccc1/C=C/C1(C(=O)NC2CCCC2)CC(=O)N1c1ccc(F)cc1 (configuration not stated)	-1	101	-2	103	-6	103	-5	-5	9	-5	-3
O=C(CSc1nc2scc(-c3ccco3)c2c(=O)n1-c1ccccc1)N1CCOCC1	2	99	-1	95	-2	97	0	30	-5	0	-4
Cc1ccc(C)c(NC(=S)N(C2CCCCC2)C(C)c2cccnc2)c1 (configuration not stated)	x	101	x	u	x	96	x	7	-108	x	x
CC1=CC(=C2C=CC(=O)C=C2)C=C(C)N1C	x	99	x	u	x	98	x	-10	-15	x	x
COc1ccc(N2CCN(C(=O)CSc3nnc(-c4cccnc4)n3-c3ccc(F)cc3)CC2)cc1	0	102	-4	100	-4	99	-7	2	-32	-7	-8
C/C=C/c1ccc(OCCCNC(C)CC)c(OC)c1 (configuration not stated)	-18	104	-12	102	-7	102	-4	8	59*	-1	-7
COc1ccc(-c2cc(C(=O)N3CCOCC3)no2)cc1OC	-8	101	-5	99	-6	103	-3	-3	-24	-1	-15
CCN(CC)c1ncnc2c1sc1nc(N3CCOCC3)c3c(c12)CCC3	-9	101	-7	102	-9	102	-3	-1	13	0	2
COc1ccc(/C=C/C(=O)NNc2c(F)c(F)cc(F)c2F)cc1OC	0	103	-4	102	-6	99	-5	22	-9	-1	-5
COCCN1C(=O)C(=O)/C(=C(/O)c2cccc(OC)c2)C1c1ccco1 (configuration not stated)	-3	97	1	96	-2	101	-1	-2	-107	0	-2
CC12CC(c3ccccc3O1)N(C(=O)c1ccc(Br)o1)C(=O)N2c1ccccc1 (configuration not stated)	-4	101	-5	99	0	104	-10	15	-16	-5	-5
CCNC(=O)CCc1nc(-c2ccc(C(C)(C)C)cc2)no1	-20	105	-10	113	-10	101	-6	-3	-18	-1	-8
COc1ccc(C(=O)CN2C(=O)c3ccccc3S2(=O)=O)cc1	x	98	x	u	x	99	x	5	1	x	x
N#CCCN(Cc1cccs1)C(=O)Nc1ccc(F)cc1	x	107	x	u	x	102	x	18	-11	x	x
COCC(=O)n1nc(-c2ccccc2)nc1NCc1cccs1	-5	97	0	102	0	102	-2	-3	-15	3	0
Cc1cc(=O)[nH]c(N/N=C/C2=C(N3CCOCC3)C(=C\c3ccc(Cl)cc3)/CC2)n1	5	97	-3	98	-8	96	-3	56*	32	-2	-1
Cc1ccccc1-c1nnn(Cc2ccc(-c3nn[nH]n3)cc2)n1	-2	104	0	103	-6	100	0	13	-1	-4	2
CN(CC(=O)Nc1ccccc1Cl)C(=O)CSc1nnc(-c2ccco2)o1	-1	101	0	100	-3	102	0	-1	-22	-3	-1
Cc1ccccc1NC(=O)CCC(=O)N/N=C/c1ccc(F)cc1	-5	102	0	102	0	101	-2	4	-16	-3	-2
(continued)
SMILES	Bim-Bfl-1	RGS4-Gao reg	Bim-Bcl-2	RGS7-Gao reg	Bim-Bcl-B	RGS8-Gao	Bim-Mcl-1	Mcl1 Noxa PPI	Mcl1 Bid PPI	Bcl-W Bim block	Bim-Bcl-XL
COc1ccc(N2C(=O)C(CC(=O)Nc3ccc(Cl)cc3)N(NC(=O)c3cccc(F)c3)C2=S)cc1 (configuration not stated)	x	96	x	u	x	99	x	6	-71	x	x
CCCCSc1nc2c(cc1C#N)CCC2	0	106	-6	105	-2	102	-2	13	-7	0	-2
Cc1ccc(CCN2CC(C(=O)NCCN3CCOCC3)CC2=O)cc1 (configuration not stated)	-2	102	-5	102	-2	102	-4	-3	-18	-5	-6
Cc1ccc(-c2noc(CNc3ccccc3)n2)cc1	-1	94	0	101	-4	100	-2	3	-16	-3	-8
CCCOc1ccc(NC(=O)c2c(-c3ccccc3)noc2C)cc1	-3	101	-2	96	-1	100	1	-19	-20	1	0
O=c1sc2ccccc2c(N2CCCCC2)c1[N+](=O)[O-]	1	97	0	101	3	98	20	11	-18	-5	-2
COc1ccc(C(=O)Nc2ccccc2C(=O)O)cc1Cl	0	99	-1	101	0	109	0	20	-17	-2	-4
O=S(=O)(CS(=O)(=O)c1ccc(Cl)cc1)c1ccc(Cl)cc1	x	100	x	u	x	99	x	-12	-22	x	x
Nc1c(C(=O)NCCc2ccccc2)nnn1Cc1ccc(Cl)cc1	0	99	-3	100	-6	105	-2	-4	19	-2	-7

Ordered by formula weight (rising): part of the list above.
SMILES	Bim-Bfl-1	RGS4-Gao reg	Bim-Bcl-2	RGS7-Gao reg	Bim-Bcl-B	RGS8-Gao	Bim-Mcl-1	Mcl1 Noxa PPI	Mcl1 Bid PPI	Bcl-W Bim block	Bim-Bcl-XL
CCCCSc1nc2c(cc1C#N)CCC2	0	106	-6	105	-2	102	-2	13	-7	0	-2
CCCOc1ccc(NC(=O)c2c(-c3ccccc3)noc2C)cc1	-3	101	-2	96	-1	100	1	-19	-20	1	0
COc1ccc(N2C(=O)C(CC(=O)Nc3ccc(Cl)cc3)N(NC(=O)c3cccc(F)c3)C2=S)cc1 (configuration not stated)	x	96	x	u	x	99	x	6	-71	x	x

One compound at a time, from the list above. Order of values: Bim-Bfl-1	RGS4-Gao reg	Bim-Bcl-2	RGS7-Gao reg	Bim-Bcl-B	RGS8-Gao	Bim-Mcl-1	Mcl1 Noxa PPI	Mcl1 Bid PPI	Bcl-W Bim block	Bim-Bcl-XL
Cc1ccc(CCN2CC(C(=O)NCCN3CCOCC3)CC2=O)cc1 (configuration not stated) in the list: -2	102	-5	102	-2	102	-4	-3	-18	-5	-6
COc1ccc(N2C(=O)C(CC(=O)Nc3ccc(Cl)cc3)N(NC(=O)c3cccc(F)c3)C2=S)cc1 (configuration not stated) in the list: x	96	x	u	x	99	x	6	-71	x	x
Nc1c(C(=O)NCCc2ccccc2)nnn1Cc1ccc(Cl)cc1 in the list: 0	99	-3	100	-6	105	-2	-4	19	-2	-7
CCCOc1ccc(NC(=O)c2c(-c3ccccc3)noc2C)cc1 in the list: -3	101	-2	96	-1	100	1	-19	-20	1	0
CCCCSc1nc2c(cc1C#N)CCC2 in the list: 0	106	-6	105	-2	102	-2	13	-7	0	-2

Source: PubChem (several laboratories)
